MPTP block = mitochondrial permeability transition pore inhibitors, primary screen, biochemical, isolated mouse mitochondria, absorbance; Ca2+ swelling absorbance, 30 min; inhibition, % at 10 µM; hit rate 1.4% among 360,000;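 active = inhibition of 50% or more, scaled per plate between neutral and stimulator controls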;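 also: 0% = DMSO wells given calcium and 100% = 1 mM EGTA wells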
NR3A LBD binder = binders of NR3A ligand-binding domain, primary screen, biophysical, differential scanning fluorimetry, uHTS | Glutamate receptor ionotropic, NMDA 3A (GRIN3A) ligand-binding domain | NR3A LBD differential scanning fluorimetry, Tm shift; 0% = protein alone, 100% = glycine-bound protein | Tm shift relative to glycine control, % at 25 µM | hit rate 2.5% among 340,000 | AID 1259313, 2017;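 active = melting temperature shift of at least 10% of the positive control shift, at one fixed dose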
SENP8 inh = human SENP8 protease inhibitors, primary screen, biochemical, fluorescence, Nedd8 protein substrate, uHTS | hit rate 0.64% among 360,000 | recombinant SENP8 | inhibition, % at 20 µM | Sentrin-specific protease 8 (Homo sapiens), Q96LD8; in the data active = inhibition mostly above about 40%, no sharp cut-off; inactive = mostly below about 27%
PfGluPho inh = PfG6PD enzyme inhibitors, primary screen, biochemical, fluorescence intensity, uHTS. inhibition, % at 20 µM. AID 504690, 2011. PfGluPho enzyme, NADPH resazurin-diaphorase fluorescence. hit rate 0.78% among 350,000;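 active = inhibition reaching at least a set limit at 20 µM in the primary screen, cut at about 59% in these data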;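 also: 0% = DMSO wells with substrate and 100% = DMSO wells lacking glucose-6-phosphate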
SENP6 block = SENP6 protease inhibitors, primary screen, biochemical, luminescence, uHTS. Sentrin-specific protease 6 (Homo sapiens), Q9GZR1. Recombinant SENP6 catalytic domain, aminoluciferin luminescence. inhibition, % at 10 µM. hit rate 1.8% among 330,000. AID 2599, 2010;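 active = inhibition above about 50% at the single tested dose, limit read from the data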;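 also: plate controls were DMSO wells with enzyme for no effect and DMSO wells lacking enzyme for full effect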
ATG4B inh = ATG4B protease inhibitors, primary screen, biochemical, fluorescence, uHTS | ATG4B cleavage of LC3-PLA2, NBD-HPC fluorescence, 1 h | AID 504462, 2011 | hit rate 0.51% among 340,000 | inhibition, % at 8.33 µM | Cysteine protease ATG4B (Homo sapiens), Q9Y4P1; in the data active = inhibition above about 40%
SENP7 inh = SENP7 protease inhibitors, primary screen, biochemical, luminescence, uHTS. recombinant SENP7, Z-RLRGG-aminoluciferin luminescence, 40 min. inhibition, % at 5 µM. hit rate 1.5% among 330,000;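 active = inhibition above about 50% at the single test dose, limit read from the data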;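 also: plate controls were DMSO with enzyme for no effect and no enzyme buffer wells for full effect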
HKDC1 inh = HKDC1 hexokinase inhibitors, primary screen, biochemical, fluorescence, uHTS; Q2TB90; recombinant HKDC1, G6PDH/diaphorase resazurin coupled fluorescence; inhibition, % at 20 µM; hit rate 0.16% among 340,000; AID 493160, 2011;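 active = inhibition above about 35% when tested at 20 µM, limit read from the data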;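 also: plate controls were DMSO wells with enzyme for no effect and DMSO wells lacking enzyme for full effect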
Target sequence (Q2TB90 whole entry, looked up): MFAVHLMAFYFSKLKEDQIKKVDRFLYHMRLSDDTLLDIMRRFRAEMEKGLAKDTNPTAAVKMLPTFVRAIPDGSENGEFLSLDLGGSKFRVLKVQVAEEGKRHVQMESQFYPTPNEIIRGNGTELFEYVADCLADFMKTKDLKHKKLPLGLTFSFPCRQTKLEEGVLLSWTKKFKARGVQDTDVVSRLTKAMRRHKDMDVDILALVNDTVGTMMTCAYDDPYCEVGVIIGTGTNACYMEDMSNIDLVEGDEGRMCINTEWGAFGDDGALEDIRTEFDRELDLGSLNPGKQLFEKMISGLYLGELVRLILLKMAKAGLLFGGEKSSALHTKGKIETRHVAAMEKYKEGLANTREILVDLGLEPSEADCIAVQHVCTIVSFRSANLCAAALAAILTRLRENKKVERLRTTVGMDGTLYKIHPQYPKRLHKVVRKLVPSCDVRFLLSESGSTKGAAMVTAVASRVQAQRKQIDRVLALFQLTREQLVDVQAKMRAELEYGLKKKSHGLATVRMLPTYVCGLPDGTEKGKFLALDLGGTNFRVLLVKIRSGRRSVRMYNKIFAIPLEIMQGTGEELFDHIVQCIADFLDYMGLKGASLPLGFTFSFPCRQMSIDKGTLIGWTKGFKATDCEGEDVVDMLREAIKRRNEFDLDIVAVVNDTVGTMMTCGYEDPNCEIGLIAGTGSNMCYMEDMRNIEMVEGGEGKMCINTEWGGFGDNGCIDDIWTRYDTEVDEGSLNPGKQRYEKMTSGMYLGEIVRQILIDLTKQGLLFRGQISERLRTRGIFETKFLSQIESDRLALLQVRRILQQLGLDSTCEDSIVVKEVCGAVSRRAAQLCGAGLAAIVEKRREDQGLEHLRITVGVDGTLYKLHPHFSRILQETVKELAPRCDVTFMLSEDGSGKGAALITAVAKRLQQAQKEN
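Test system: HK5 enzyme. Quantity: 5 µg/mL HK5 final. Reagent: glucose and ATP substrates. Schedule: 90 min reaction incubation at room temperature, dark. Technique: resazurin-to-resorufin fluorescence via G6PDH and diaphorase coupling, 525/613 nm. Control set: DMSO wells with and without enzyme mix.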
* marks the source's active call; other numbers are inactive results; i = inactive; / = not tested or not shown.

The first six compounds, ahead of the listing:
SMILES	MPTP block	NR3A LBD binder	SENP8 inh	PfGluPho inh	SENP6 block	ATG4B inh	SENP7 inh	HKDC1 inh
COc1ccc(CNc2nnnn2C)cc1	-0.5	-1	13	-8	3	7	-1	-4
CCOc1ccc(NC(=O)Nc2cccnc2)cc1	0.3	3	18	-9	60*	11	58*	2
CC1CCN(Cc2c(O)ccc3c(=O)c(-c4nc5ccccc5s4)c(N)oc23)CC1	0.8	-3	-381	-18	2	-12	-3	-6
Nc1nc2ccccc2cc1S(=O)(=O)c1ccccc1	-3.0	1	-390	9	-2	0	6	0
Cc1ccc(C(=O)Oc2cccc(NC(=O)c3cccs3)c2)cc1S(=O)(=O)N1CCOCC1	1.9	-1	26	15	-11	-8	-12	1
CC(=O)Nc1sc(C)c(C)c1CN1CCN(S(=O)(=O)c2ccccc2)CC1	-0.8	2	26	-19	-8	-10	-3	-2

Results, previewed entries included:
SMILES	MPTP block	NR3A LBD binder	SENP8 inh	PfGluPho inh	SENP6 block	ATG4B inh	SENP7 inh	HKDC1 inh
COc1ccc(CNc2nnnn2C)cc1	-0.5	-1	13	-8	3	7	-1	-4
CCOc1ccc(NC(=O)Nc2cccnc2)cc1	0.3	3	18	-9	60*	11	58*	2
CC1CCN(Cc2c(O)ccc3c(=O)c(-c4nc5ccccc5s4)c(N)oc23)CC1	0.8	-3	-381	-18	2	-12	-3	-6
Nc1nc2ccccc2cc1S(=O)(=O)c1ccccc1	-3.0	1	-390	9	-2	0	6	0
Cc1ccc(C(=O)Oc2cccc(NC(=O)c3cccs3)c2)cc1S(=O)(=O)N1CCOCC1	1.9	-1	26	15	-11	-8	-12	1
CC(=O)Nc1sc(C)c(C)c1CN1CCN(S(=O)(=O)c2ccccc2)CC1	-0.8	2	26	-19	-8	-10	-3	-2
O=C(Nc1ccc(F)cc1)NC1(C(=O)NCc2ccc3c(c2)OCO3)CCCCC1	8.4	-3	16	-11	-5	-8	-2	-6
O=C1CC2C(CCC23OCCO3)c2ccc3ccccc3c21 (stereo not drawn)	-0.1	-3	14	9	/	3	/	-5
Oc1ccc(N2CCN(C(c3cccs3)c3nnnn3CCc3ccccc3)CC2)cc1 (stereo not drawn)	-1.1	-4	2	66*	2	-10	9	5
COc1ccc2[nH]cc(C(=O)CN3CCCC(C)C3)c2c1 (stereo not drawn)	-0.2	1	-13	10	-7	-4	6	-6
Cc1noc(C)c1S(=O)(=O)N1CCC(C(=O)O)CC1	-0.1	0	12	-10	14	2	5	-4
Nc1cc(=O)n(Cc2ccccc2)c(=O)n1Cc1ccccc1	0.5	1	9	10	/	6	/	-6
CN(C(=O)c1ccc(NC(=O)Cc2ccc(NC(=O)C3CCN(C(=O)C4CC4)CC3)cc2)cc1)C1CC1	-1.7	-2	8	-4	-1	-8	-4	-7
Cc1nnc(NC(=O)CSc2nnc(Cc3cccn3C)n2-c2cccc(C(F)(F)F)c2)s1	0.1	3	-9	-35	-12	-3	-6	-3
O=C(Nc1ccccc1)C1=C[C@@H](c2ccc(Br)cc2)C[C@@H](OCc2ccc(CO)cc2)O1	1.0	3	2	18	1	3	-9	-2
COc1cccc(C(=O)Nc2ccc(S(=O)(=O)Nc3cc(C)nc(C)n3)cc2)c1	-0.8	-2	26	10	-9	-9	-31	-7
C=CCN(c1ccccc1C(=O)NCC(=O)OCC)S(=O)(=O)c1ccc(C)cc1	3.0	0	0	-4	-9	1	1	1
Cc1ccc(S(=O)(=O)NCCC(C)C)cc1[N+](=O)[O-]	1.6	3	23	-1	3	-10	8	-3
CCC(=O)OCC(=O)Nc1cc(S(=O)(=O)N(C)C)ccc1Cl	-3.2	-1	5	-1	3	3	-2	-1
Nc1ccc(C(=O)OCC(=O)c2cccc([N+](=O)[O-])c2)cc1	-0.2	-2	23	5	-12	-8	-8	10
C=CCNc1nc(N)c([N+](=O)[O-])c(Nc2ccccc2OC)n1	-0.3	2	26	-1	-15	-2	-4	-2
CCN1CCN(C(=O)C2CCN(C(=O)Nc3ccccc3)CC2)CC1	0.5	0	9	-4	6	0	7	-3
COc1ccc(OC)c(-n2nnnc2SCC(=O)Nc2ccc(C(=O)N3CCCCC3)cc2)c1	1.2	-5	7	-10	-11	-3	57*	-6
COc1ccc(S(=O)(=O)N2CCOCC2)cc1NC(=O)c1cc2ccccc2o1	0.4	-1	-36	13	-1	-16	1	1
CCOC(=O)c1cn(CC(=O)Nc2ccc(C)cc2)nn1	0.2	0	5	9	-26	-1	-2	4
O=C(CC(=O)N/N=C/c1c(F)cccc1Cl)NCCc1ccccc1	0.6	-2	5	15	5	-1	0	10
CCOC(=O)c1ccc(S(=O)(=O)N2CCN(C(=O)c3cccc(S(=O)(=O)N4CC(C)OC(C)C4)c3)CC2)cc1 (stereo not drawn)	-0.5	0	7	0	/	-5	/	-3
O=C1NC[C@@H](Cc2ccc(O)cc2)N(CCc2cccc(F)c2)C1=O	-1.8	2	19	-4	-11	1	-6	-5
CC(=O)Nc1sc2c(c1C(N)=O)CCCC2	0.3	0	22	6	-1	-3	-2	-1
Cc1cc2cc(CN(Cc3nnnn3C3CCCCC3)CC3CCCO3)c(=O)[nH]c2cc1C (stereo not drawn)	-0.2	0	-67	15	2	-16	-6	16
O=C(CN1C(=O)NC2(CCCCC2)C1=O)N1CCN(S(=O)(=O)c2ccc(Cl)s2)CC1	-2.4	0	0	3	6	-5	-6	-4
Cc1cccc2cc(CN(CC3CCCO3)C(=S)Nc3ccccc3)c(=O)[nH]c12 (stereo not drawn)	-0.2	-8	-1	14	-6	-7	-2	-11
CC1(C)CC2(C)Nc3ccccc3N2C(=S)N1 (stereo not drawn)	0.6	-1	14	-10	-7	0	-3	16
O=C(COC(=O)[C@@H]1CC(O)CN1S(=O)(=O)c1ccccc1[N+](=O)[O-])c1ccccc1 (stereo partly drawn)	-2.0	4	-1	-8	16	7	4	2
Cc1nnc(SCC(=O)Nc2cccc(Br)c2)s1	-0.6	-2	18	26	-21	-1	-6	-5
NC(=O)c1ccc(NC(=O)COC(=O)C2CC3C=CC2C3)cc1 (stereo not drawn)	0.0	0	-1	-8	-1	-4	11	-6
Cc1cc(Sc2nnc(N)s2)c2ccccc2n1	1.9	0	-4	9	-14	-3	10	4
O=C(NCc1ccc2c(c1)OCO2)c1ccc(NC(=O)C2CCCO2)cc1 (stereo not drawn)	0.1	-2	13	6	-2	-19	7	-2
Cc1ccc(-c2nnc(N3CCCCC3)c3ccccc23)cc1S(=O)(=O)N(C)C	1.6	-9	1	31	-7	-3	7	8
c1coc(CNc2nc(-c3ccncc3)cs2)c1	0.8	-1	-62	4	-3	-4	7	-1
CCOC(=O)c1c(-c2ccc(C)o2)csc1NC(=O)COC(=O)c1cccs1	-1.7	5	-54	59*	-30	-16	-13	5
Fc1ccccc1Cc1noc(CN2CCCC(CN3CCOCC3)C2)n1 (stereo not drawn)	-0.2	-1	2	-1	1	0	7	-4
COC(=O)c1ccccc1NC(=O)C1CC(c2ccccc2O)=NO1 (stereo not drawn)	1.1	-13	0	1	-6	0	-7	-11
O=C(CCNc1cccc(Cl)c1)c1ccco1	-0.2	0	8	-8	-21	6	-11	-3
COc1ccc(NC(=O)CSCc2ccc([N+](=O)[O-])cc2)cc1OC	0.1	5	14	18	20	-3	2	0
O=C(OCCN1C(=O)c2ccccc2C1=O)c1ccco1	0.0	-2	17	3	-19	-5	-1	3
CCOC(=O)N1CCC(N2C(=O)c3ccccc3C2Nc2ccccc2)CC1 (stereo not drawn)	1.4	-7	35	11	-17	-7	1	2
COc1nc(C)nc2c1sc(=S)n2C	0.7	0	32	39	-5	-16	0	0
O=C(Cc1ccccc1)NNC(=O)c1cnccn1	-1.1	1	16	-4	-11	-7	7	13
COc1cc(CNn2nnnc2N)cc(Br)c1OCc1c(Cl)cccc1Cl	52*	-10	14	24	3	-12	-1	5
Cn1c(CNC(=O)OC(C)(C)C)nnc1SCc1c(Cl)cccc1Cl	2.8	2	8	3	-4	-6	1	0
Cc1cc(OCC(=O)Nc2ccncc2)ccc1[N+](=O)[O-]	23	-1	-8	4	-19	-10	0	-4
Cc1ccc2nc(Cl)c(/C=N/NC(=O)[C@H]3C[C@@H]3c3ccccc3)cc2c1	14	0	-51	-31	-5	0	8	-2
Cc1cc(C(F)F)n2ncc(C(=O)N3CCCCC3)c2n1	0.4	1	0	-2	-10	-15	2	-1
O=C(NNC1=NS(=O)(=O)c2ccccc21)c1ccc(Cl)cc1	-2.2	2	3	-20	3	-1	1	-1
O=C(NCCCN1CCOCC1)c1cn(-c2ccccc2)nc1-c1ccc(Br)cc1	-0.6	2	19	1	-15	-5	8	-6
CCOc1ccccc1N1CCN(C(=S)NCc2ccco2)CC1	-1.2	0	15	-1	-6	4	-3	-2
CCOC(=O)c1sc2nc(C)[nH]c(=O)c2c1C	-0.5	0	21	-6	-3	0	4	-3
CC1(c2cccc3ccccc23)OC(=O)c2ccccc21 (stereo not drawn)	0.2	1	8	-5	/	3	/	5
CCOC(=O)C1=C(CC)Nc2ccccc2N/C1=N\S(=O)(=O)c1cccc(C(C)=O)c1	1.2	0	13	-18	-4	-3	12	0

Continuation:
SMILES	MPTP block	NR3A LBD binder	SENP8 inh	PfGluPho inh	SENP6 block	ATG4B inh	SENP7 inh	HKDC1 inh
O=C(OC1CCN(c2ncc(C(F)(F)F)cc2Cl)CC1)c1ccccc1	-1.2	1	13	17	-1	2	-5	-3
CN(C)c1ccc(P(=O)(OCc2ccccc2)C(O)c2cccnc2)cc1 (stereo not drawn)	-2.1	1	8	2	-6	3	2	-7
CC(=C1C(=O)c2ccccc2C1=O)N1CCN(c2ccccn2)CC1	0.1	-2	12	0	-8	-4	-1	1
O=C(O)CCC(=O)NCc1c(Cl)cccc1Sc1ccc(Cl)cc1	0.4	-2	5	-7	-8	7	5	1
O=C(CNC(=O)c1ccc(Cl)cc1Cl)OCc1nnc(-c2ccccc2Br)o1	0.4	-4	12	2	-20	-4	-5	-5
CCNC(=O)CSc1nnc(CN2CCCCCC2=O)n1-c1ccccn1	-0.2	-3	11	-18	-7	1	-3	-8
O=[N+]([O-])c1ccccc1S(=O)(=O)NC1CCCC1	-0.6	-2	10	16	-5	-13	2	-9
CCn1c(SCC(=O)NC2CCCC2)nnc1C(C)C	-0.3	0	4	6	5	-10	6	-8
COc1ccccc1CNC(=O)CN(C)CC(=O)Nc1ccccc1Br	-1.7	-1	1	3	7	2	3	0
CC(C)c1ccc(NC2CCCN(C(=O)CCN3CCOCC3)C2)cc1 (stereo not drawn)	-1.4	-1	14	27	5	20	0	-1
Cc1noc(C)c1CCC(=O)NC1CCCN(Cc2ccc(Cl)cc2)C1 (stereo not drawn)	-0.4	-1	6	2	-5	0	-4	-3
CC(Cc1ccccn1)NC(=O)c1ccc(OC2CCN(Cc3ccccn3)CC2)cc1 (stereo not drawn)	-0.2	1	0	-1	-2	3	-7	-2
COc1ccc2cc(C3=CC(=O)CCC3)ccc2c1	1.2	2	i	79*	/	-12	/	2
O=C(CSc1nc2ccc(NC(=O)c3ccccc3C(=O)O)cc2s1)Nc1ccc(F)c([N+](=O)[O-])c1	-1.0	18*	5	-13	-4	29	-3	14
COc1cc(CNC(C)(C)CO)ccc1OCC(=O)NC(C)(C)C	1.0	-1	7	-4	-6	0	8	-10
Cc1cc(N/C=C/C(=O)c2cccc3ccccc23)no1	-0.3	-11	8	4	-23	6	12	4
C[C@@H]1CC[C@@]2(O[C@@H](CCO)C[C@H](O)[C@H]2O)O1	0.2	-1	15	-11	-7	-8	-8	1

Compound activity deposited in PubChem by Sanford-Burnham Center for Chemical Genomics.
